Screening results (PubChem BioAssay)
ERK EGF inh: EGF-driven ERK pathway inhibition. HEK293-V1b, EGF-stimulated phospho-ERK AlphaScreen. Potency, µM (highest dose often 11.5 µM), inactives show top-dose activity change, negative = inhibition, most hits filed as inhibitors. 0.41% of 130,000 active; active means well fitted inhibition curve with a large enough effect; inconclusive means small, poorly fitted or top-dose-only effect, or effect the other way;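 further: plate controls were stimulated vehicle wells for no effect and unstimulated vehicle basal for full effect; nearly all actives have a fitted effect of over 55% in size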
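Cell line HEK293 (stable V1b), low serum overnight. Pretreatment: compound 30 min, 37C. EGF 25 nM, 5 min. Detection: SureFire AlphaScreen, 5 h RT. AC50 via standard Hill equation.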
The depositor's hits bear a star; u = inconclusive; & = joins results of further samples; [ ] = another dose, or the depositor's remark. Potency means the concentration at half of the fitted maximal effect. These rows are one share of the data. The share of hits here may be higher or lower than overall.

SMILES	ERK EGF inh
O=C(Cn1c(=O)n(-c2ccc(F)cc2)c(=O)c2sccc21)c1ccccc1	15%
c1ccc(COc2ccccc2CNc2nn[nH]n2)cc1	-12%
COc1ccc(-c2c(C)nn3c(N)c(C#N)cnc23)cc1OC	2%
COc1ccc(C2(CNC(=O)c3cc([N+](=O)[O-])cc([N+](=O)[O-])c3)CCCC2)cc1OC	1%
O=C(COC(=O)c1cc[n+]([O-])cc1)Nc1ccc([N+](=O)[O-])cc1Cl	1%
COc1ccc(OC)c(/C=C/C(=O)N2CCCc3ccccc32)c1	2%
CCOC(=O)C1=C(O)C(=O)NC(c2ccccc2)=C(OCC)C1	-6%
CC(=O)Nc1ccc(NC(=O)c2nc(-c3ccccc3)oc2C)cc1	-12%
CCOc1ccccc1C(=O)N[C@H](C(=O)NCc1ccccc1)C(C)C	24%
Cc1ccc(C)c(N2N=C(C(=O)O)CCC2=O)c1	-9%[57.5 µM]
CN(C)c1nc(N(C)C)nc(N(C)C)n1	11%
COCCNC(=O)Nc1ccc2nc(C)sc2c1	5%
Cc1cc(NC(=O)c2cc(-c3ccc(Br)cc3)on2)no1	-4%
O=C(COc1ccc(/C=N/NC(=O)CSCc2ccc([N+](=O)[O-])cc2)cc1)NCc1ccco1	u
C(=C\c1ccccc1)/C=N/N1CCN(Cc2ccccc2)CC1	-10%
COC(=O)[C@@]1(Cc2ccc(F)cc2)[C@H]2c3cc(C(=O)N4CCCC4)n(CCO)c3C[C@H]2CN1C(=O)c1ccccc1	-7%&9%
O=c1c2ccccc2[nH]c(=S)n1Cc1cccs1	1%
O=C(NCc1cccnc1)/C(=C\c1ccc(-c2ccc(Cl)c(Cl)c2)o1)S(=O)(=O)c1ccccc1	25%
Cc1ccc(S(=O)(=O)n2nccc2-c2c(-c3ccc(Cl)cc3)noc2C)cc1	7%[57.5 µM]
NNC(=O)Cc1csc(-c2ccccc2)n1	14%[57.5 µM]
Cc1[nH]n(-c2ccccc2)c(=O)c1C(c1cccc([N+](=O)[O-])c1)c1c(C)[nH]n(-c2ccccc2)c1=O	1%
CC(=O)c1sc2c(c1OC(=O)c1ccc(Cl)cc1Cl)c(=O)n(-c1ccccc1)c(=S)n2-c1ccccc1	0%[57.5 µM]
COC(=O)C1=C(C)NC2=C(C(=O)CC(C)(C)C2)C1c1cnn(C)c1C (stereo not drawn)	13%
O=C(O)/C=C\c1cc2c(cc1[N+](=O)[O-])OCO2	6%[57.5 µM]
Cc1ccc(-c2csc(N3C(=N)SCC3=O)n2)cc1	-10%[57.5 µM]
Cc1c(Cl)c([N+](=O)[O-])nn1CC(=O)Nc1ccc2c(c1)OCO2	-3%
COc1ccc(CNC(=S)Nc2ccc(F)c(Cl)c2)cc1	14%[57.5 µM]
CCCc1cnc(NCCNCC(O)COc2ccc(Cl)c(Cl)c2)nc1 (stereo not drawn)	u
CCCN1CCN(c2ncnc3scc(C4COc5ccccc5O4)c23)CC1 (stereo not drawn)	u
O=C(Cn1nc(-c2ccc3c(c2)OCCO3)ccc1=O)Nc1cccc(NC(=O)c2ccccn2)c1	2%

Gathered by group: those above with a Cl atom
SMILES	ERK EGF inh
O=C(COC(=O)c1cc[n+]([O-])cc1)Nc1ccc([N+](=O)[O-])cc1Cl	1%
O=C(NCc1cccnc1)/C(=C\c1ccc(-c2ccc(Cl)c(Cl)c2)o1)S(=O)(=O)c1ccccc1	25%
Cc1ccc(S(=O)(=O)n2nccc2-c2c(-c3ccc(Cl)cc3)noc2C)cc1	7%[57.5 µM]
CC(=O)c1sc2c(c1OC(=O)c1ccc(Cl)cc1Cl)c(=O)n(-c1ccccc1)c(=S)n2-c1ccccc1	0%[57.5 µM]
Cc1c(Cl)c([N+](=O)[O-])nn1CC(=O)Nc1ccc2c(c1)OCO2	-3%
COc1ccc(CNC(=S)Nc2ccc(F)c(Cl)c2)cc1	14%[57.5 µM]
CCCc1cnc(NCCNCC(O)COc2ccc(Cl)c(Cl)c2)nc1 (stereo not drawn)	u

(list continues)
SMILES	ERK EGF inh
O=C(CSc1nc2cc(Cl)ccc2s1)NCc1ccc2c(c1)OCO2	26%
COc1ccc(C(=O)NC(C(=O)N2CCc3ccccc32)C(C)C)cc1 (stereo not drawn)	10%
CC(C)(C)c1ccc(N=C2SCC(=O)N2Cc2cccs2)cc1	-10%[57.5 µM]
CCn1nc(C)c(/C=N/NC(=O)Cn2nnnc2N)c1C	-10%[57.5 µM]
Cc1ccc(SCc2cn3ccccc3n2)cc1	-11%[57.5 µM]
Cn1cnnc1SCc1ccc(C(=O)N/N=C(\CCC(=O)O)c2ccc(C(C)(C)C)cc2)cc1	3%
CC1CCC2[C@](C)(CO)C(O)CC[C@]2(C)C12CCC(CO)(CCO)O2 (stereo partly drawn)	2%
CCCCC(CCC(=O)O)(C(=O)OCC)c1csc(Nc2ccc(C)cc2)n1 (stereo not drawn)	-10%
CCC/C=C(\CCC)C(NS(=O)(=O)c1ccc(C(F)(F)F)cc1)c1ccc(C(=O)OC)cc1 (stereo not drawn)	-2%
Cc1noc(C)c1NC(=O)NCCN1CCN(Cc2ccccc2)CC1	-4%[57.5 µM]
O=C(N/N=C/c1ccco1)c1ccc(N2CCCC2=O)cc1	-3%
Cc1ccccc1Nc1nc(N)nc(CSc2nc3ccccc3s2)n1	7%
COc1ccc(CCNC(=O)COc2ccc(C)nc2[N+](=O)[O-])cc1OC	-7%
CCOC(=O)c1c(CSc2ccccc2)n(C)c2ccc(O)c(CN3CCN(C)CC3)c12	0%[57.5 µM]
c1cc(Nc2ncnc3sc4c(c23)CCC4)ccn1	-2%
O=C(CN1CCN(S(=O)(=O)c2ccc(Br)cc2)CC1)N/N=C/c1ccncc1	-6%[57.5 µM]
C=CCn1c(SCC(=O)c2c(N)n(C)c(=O)n(C)c2=O)nnc1-c1ccncc1	3%
Cc1cc(S(=O)(=O)NCc2ccc(N3CCN(C)CC3)cc2)c(C)s1	7%[57.5 µM]
Brc1ccc(-c2csc(N3CCOCC3)n2)cc1	u
O=C(COc1ccccc1[N+](=O)[O-])N/N=C/c1cccs1	5%
CC(C)c1nnc(NC(=O)C2CCN(S(=O)(=O)c3ccc(-n4cnnn4)cc3)CC2)s1	-3%
O=c1c2ccccc2nnn1CSc1nc2ccccc2c(=O)n1CCCO	5%
O=C(CCn1c(=O)sc2ccccc21)Nc1ccon1	-1%
CCOCCCNC(=O)c1c[nH]c2ccc(C)cc2c1=O	-2%
CC(=O)Nc1cccc(C(=O)O)n1	-5%
CC1CCN(CC(=O)Nc2ccc(N3CCCCCC3)cc2)CC1	u
O=C(O)CCC/C=C\C[C@@H]1[C@@H](/C=C/[C@@H](O)COc2cccc(C(F)(F)F)c2)[C@H](O)C[C@@H]1O	-14%
O=C(NCC1CCCO1)c1cc(S(=O)(=O)N2CCCC2)c(Cl)cc1Cl (stereo not drawn)	14%
COc1ccc(/C=C/C(=O)OCc2cccc([N+](=O)[O-])c2)cc1	-10%
COc1ccc(CCNC(=O)CSc2nc(C)nc3sccc23)cc1OC	5%[57.5 µM]
CCOC(=O)CNC(=S)NN(C)C	-4%[57.5 µM]
CCC1CCCCN1C(=O)COc1ccc(F)cc1 (stereo not drawn)	1%
COc1cc(-c2[nH]nc3c2C(c2ccoc2)C(C#N)=C(N)O3)cc(OC)c1OC (stereo not drawn)	0%
CCOC(=O)c1cc(-c2csc(-c3cccc(Cl)c3)n2)on1	3%[57.5 µM]
CCOc1ccc(NC(=O)CC2C(=O)N(C)C(=S)N2Cc2ccco2)cc1 (stereo not drawn)	3%
COc1ccc(/C=N/NC(=O)Cn2c(Cc3ccc(OC)c(OC)c3)nc3ccccc32)cc1	7%
O=C(CSCc1ccc(F)cc1)Nc1ccccc1C(=O)N1CCOCC1	-8%
Cc1ccc(/C=C/C(=O)Nc2ccc(S(N)(=O)=O)cc2)o1	-5%
O=C(Cc1c[nH]c2ccccc12)Nc1nnc(C2CC2)s1	3%
Cc1cc(N2CCCCC2)nc(-c2ccc(Br)cc2)n1	4%
CCCCOC(=O)c1ccc(NC(=O)C(=O)NCc2ccco2)cc1	0%[57.5 µM]
CN(/C=C1/C(=O)CNC1=O)CCO	19%
COc1ccc(CCNS(=O)(=O)c2cnc(Cl)c(Br)c2)cc1OC	4%[57.5 µM]
COc1ccc(-c2nc3cnc(Nc4ccccc4)nc3n(CCC#N)c2=O)cc1	8%
NC1=NC(=Nc2cccc(S(=O)(=O)N3CCOCC3)c2)c2ccccc21	-5%[57.5 µM]

In another format: results already given.
| mol | ERK EGF inh |
| --- | --- |
| CN(/C=C1/C(=O)CNC1=O)CCO | 19% |
| COc1ccc(CCNS(=O)(=O)c2cnc(Cl)c(Br)c2)cc1OC | 4%[57.5 µM] |

Next part:
SMILES	ERK EGF inh
N/C(=N\OC(=O)/C=C/c1ccccc1)c1ccncc1	-1%
COc1ccc(C2c3c(C)nn(-c4ccccc4)c3NC(=O)N2c2ccccc2)cc1 (stereo not drawn)	0%
OC(COC(c1ccccc1)c1ccccc1)CN1CCOCC1 (stereo not drawn)	3%
CCOC(=O)C1=C(O)/C(=C/c2cc(OC)c(OC)c(OC)c2)SC1=Nc1ccc(OC)cc1	u
S=C(NC1CCCCC1)N1CCCCC1	-9%[57.5 µM]
COc1ccc(CN2C(=O)c3ccccc3C2C(=O)NC2CCCC(C)C2C)c(OC)c1 (stereo not drawn)	-2%
O=c1[nH]c(CN2CCN(S(=O)(=O)/C=C/c3ccccc3)CC2)nc2ccccc12	0%
Cc1oc2ccc(OS(C)(=O)=O)cc2c1C(=O)OC(C)C	-8%
CCn1c(SCC(=O)N2CCCc3ccccc32)nnc1-c1ccoc1C	8%
O=C1c2ccccc2-c2nnc(-c3ccc(O)cc3)cc21	-11%
NC(=O)COn1c(SCC(N)=O)nc2ccccc2c1=O	6%[57.5 µM]
COc1ccc(C(CCNCc2ccc(OC)c(OC)c2)c2ccc(F)cc2)cc1 (stereo not drawn)	12%[57.5 µM]
Cc1ccc(OCC(=O)Nc2nnc(-c3ccco3)s2)cc1	3%[57.5 µM]
CN(Cc1ccc(Cl)cc1)C(=O)CCl	-15%[57.5 µM]
O=C(CCc1nc2ccccc2c(=O)[nH]1)OCc1ccc(Cl)cc1Cl	7%
Cc1nnc(N/N=C/c2cccs2)[nH]c1=O	-11%[57.5 µM]
Cc1ccccc1-c1nnn(CC(=O)Nc2ccc3c(c2)OCO3)n1	-18%
CCCC/C=C/C(NC(=O)c1ccco1)c1ccccc1 (stereo not drawn)	0%
CC1CCN(C(=O)c2ccc(N3C(=O)C4CCC(C)CC4C3=O)cc2)CC1 (stereo not drawn)	-4%[57.5 µM]
O=C(O)c1ccc(CNC(=O)c2ccc(C(F)(F)F)cc2)cc1	-3%
Cc1onc(-c2ccccc2Cl)c1C(=O)OCC(=O)c1c(N)n(C)c(=O)n(C)c1=O	-7%
Cc1c(NC(=O)CN2C(=O)NC(C)(c3ccccc3Cl)C2=O)c(=O)n(-c2ccccc2)n1C (stereo not drawn)	7%
Cc1cc(C)c2c(=O)[nH]c(SCC(=O)c3ccc(F)c(C)c3)nc2n1	-9%
O=C(Nc1ccc(S(=O)(=O)N2CCOCC2)cc1)c1ccc2ncsc2c1	-12%[57.5 µM]
COc1ccccc1-c1nnc(SC(C)C(=O)O)n1-c1ccccc1 (stereo not drawn)	11%
CC(C)(C)NC(=O)CN1C(=O)/C(=C/c2ccccc2)SC1=S	8%
N#CC(Cc1ccc(OC(F)F)cc1)c1nc2ccccc2[nH]1 (stereo not drawn)	3%
CCn1c(SCC(N)=O)nnc1C(C)C	-2%
CNC(=O)Nc1ccc(C2SCCS2)cc1	-3%[57.5 µM]
O=C(C1CCCN(S(=O)(=O)c2cccnc2)C1)N1CCn2c1nc1ccccc12 (stereo not drawn)	9%
CC(Cc1ccccc1)C(=O)N1CCN(C)CC1 (stereo not drawn)	2%&1%
CC(C)C[C@H](NC(=O)c1nc[nH]c1C(=O)N(C)Cc1ccccc1)C(=O)OCc1ccccc1	0%[57.5 µM]
CC(C)c1ccccc1NC(=O)Cn1c(-c2ccccc2Cl)nc2ccccc21	5%
CCOC(=O)c1ccc(NC(=O)C(=O)NCC2(c3ccc(OC)cc3)CCOCC2)cc1	-7%[57.5 µM]
Cc1[nH]n(-c2ccccc2)c(=O)c1C=NCc1ccncc1	-8%[57.5 µM]
COC(=O)c1cccc(NC(=O)CCc2cc(OC)c(OC)c(OC)c2)c1	10%
CCCOc1ccc(C(O)CCNC(CC(=O)O)c2ccccc2)cc1 (stereo not drawn)	3%
CCc1ccc(OCC(=O)N/N=C(\C)c2ccc(OC(F)F)cc2)cc1	0%
CCc1nnc(NC(=O)CSc2nc3cccnc3n2Cc2ccccc2)s1	13%
Cc1ccc(C)c(N(CC(=O)Nc2ccccc2C(=O)NCc2ccco2)S(=O)(=O)c2ccccc2)c1	5%
Cc1ccc(OCC(=O)NNC(=S)NCc2ccccc2)cc1	-3%
CN(CCO)C(=O)C(c1ccccc1)c1ccccc1	-2%[57.5 µM]
O=C(Nc1ccc2c(c1)OCCO2)c1cnc2n(c1=O)CCS2	-4%
CC1=NCCN1S(=O)(=O)c1cccc([N+](=O)[O-])c1	3%
COc1ccc(CCN2C(=O)CC(N3CCC(C(N)=O)CC3)C2=O)cc1OC (stereo not drawn)	-7%[57.5 µM]
CCOC(=O)C1(Cc2ccccc2)CCCN(CCCn2cccn2)C1 (stereo not drawn)	-7%
COc1cccc(NC(=O)c2cc3c(=O)n4ccccc4nc3n(CC(C)C)c2=N)c1	4%
CCCc1c2ccccc2nc2ccccc12	-3%

6 compounds out of the list above, arranged by the number in ERK EGF inh, ascending:
SMILES	ERK EGF inh
O=C(Nc1ccc2c(c1)OCCO2)c1cnc2n(c1=O)CCS2	-4%
CCCc1c2ccccc2nc2ccccc12	-3%
CCc1ccc(OCC(=O)N/N=C(\C)c2ccc(OC(F)F)cc2)cc1	0%
CC1=NCCN1S(=O)(=O)c1cccc([N+](=O)[O-])c1	3%
Cc1ccc(C)c(N(CC(=O)Nc2ccccc2C(=O)NCc2ccco2)S(=O)(=O)c2ccccc2)c1	5%
COC(=O)c1cccc(NC(=O)CCc2cc(OC)c(OC)c(OC)c2)c1	10%
